Ecoli viability = counter-screen for AddAB inhibitors: E. coli growth inhibition. E. coli V3065 growth, OD600 absorbance, 18 h. inhibition, % at 11.9 µM. actives 0.27% (n = 330,000);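 active = inhibition above the campaign's mean inhibition across all tested compounds plus 3 SD, cut at about 9.9% in these data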;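 note: uninfected addAB+ strain grown without phage in ampicillin broth; 0% = DMSO wells and 100% = ciprofloxacin 0.95 µg/ml wells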
Pemphigus Ab inh = inhibitors of pemphigus antibody binding to human desmoglein-3; DSG3-coupled beads, scFv-anti-DSG3-GFP binding, flow cytometry; stronger effect = lower value; binding (percent of control), % at 10 µM; actives 0.48% (n = 310,000); AID 588358;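 active = binding more than 3 SD below its plate's average and above zero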;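 note: hits lower antibody fragment binding to DSG3; some compounds called inactive have numbers as strong as hits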
Target sequence (P32926 whole entry, looked up, the tested form may be a part): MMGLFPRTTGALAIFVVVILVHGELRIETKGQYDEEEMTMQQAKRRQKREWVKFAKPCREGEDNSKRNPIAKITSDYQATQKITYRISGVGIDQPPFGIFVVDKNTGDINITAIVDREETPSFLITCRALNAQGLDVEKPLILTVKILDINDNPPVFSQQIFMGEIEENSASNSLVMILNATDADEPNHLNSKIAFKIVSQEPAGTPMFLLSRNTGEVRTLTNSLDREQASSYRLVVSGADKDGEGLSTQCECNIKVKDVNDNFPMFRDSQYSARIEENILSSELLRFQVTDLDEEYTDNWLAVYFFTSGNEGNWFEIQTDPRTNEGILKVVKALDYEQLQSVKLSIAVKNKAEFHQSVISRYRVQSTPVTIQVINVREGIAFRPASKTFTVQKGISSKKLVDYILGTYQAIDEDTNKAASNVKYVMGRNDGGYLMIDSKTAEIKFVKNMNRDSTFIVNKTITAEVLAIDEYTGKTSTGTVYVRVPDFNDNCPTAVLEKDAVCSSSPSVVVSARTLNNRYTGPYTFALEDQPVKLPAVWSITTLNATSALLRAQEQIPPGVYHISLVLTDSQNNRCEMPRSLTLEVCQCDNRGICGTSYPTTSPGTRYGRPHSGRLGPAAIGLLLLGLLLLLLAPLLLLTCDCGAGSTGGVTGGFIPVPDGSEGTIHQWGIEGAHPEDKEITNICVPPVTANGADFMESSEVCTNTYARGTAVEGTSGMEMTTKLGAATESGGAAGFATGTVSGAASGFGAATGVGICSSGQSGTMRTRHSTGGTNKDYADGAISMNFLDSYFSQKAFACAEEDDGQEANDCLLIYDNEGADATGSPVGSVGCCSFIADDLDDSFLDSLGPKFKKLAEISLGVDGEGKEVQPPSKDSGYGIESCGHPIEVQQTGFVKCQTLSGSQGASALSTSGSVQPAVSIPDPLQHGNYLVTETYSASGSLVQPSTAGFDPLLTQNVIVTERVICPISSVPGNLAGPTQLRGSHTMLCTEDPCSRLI
AddAB inh = less growth of phage-infected E. coli with AddAB; E. coli expressing H. pylori AddAB, absorbance growth; inhibition, % at 11.9 µM; actives 0.29% (n = 330,000); AID 435030; in the data active = inhibition above about 12%;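 note: 0% = vehicle wells of infected cells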
Mot1-301 SUMO = blocks SUMOylation pathway, rescuing yeast Mot1-301 growth; AID 2716; growth rescue, % at 18.8 µM; S. cerevisiae Mot1-301 growth rescue, ATP luminescence, 38.5C; percent above DMSO median, 100 means doubled; actives 1% (n = 320,000);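 active = every valid replicate shows activation above 250% relative to neutral control wells; inactive = the rest, any valid replicate at or below 250%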;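 note: OY570 slx delta 5 strain wells were the positive control but not used for scaling; some compounds called inactive have numbers as strong as hits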
phage Ecoli inh = E. coli growth loss with phage present. growth absorbance. inhibition, % at 11.9 µM. actives 0.26% (n = 360,000); in the data active = inhibition above about 11%
MOR-DOR inv ag = inverse agonist of human OPRM1-OPRD1 heterodimerization | P35372+P41143 | cell-based MOR-DOR heterodimer luminescence, inverse agonism | inhibition, % at 9.3 µM | actives 0.21% (n = 340,000) | AID 504357; in the data active = inhibition above about 22%, passing the limit was not always enough;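 note: 0% = cells with DMSO and 100% = wells without cells with DMSO; values of inactives mirror those of a sister screen read the other way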
HTR5A inv ag = HTR5A inverse agonism, opioid heterodimer counter-screen | P47898 | HTR5A cell line, luminescence | inhibition, % at 9.3 µM | actives 0.083% (n = 340,000); in the data active = inhibition mostly above about 23%, no sharp cut-off; inactive = mostly below about 18%;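 note: 0% = cells with DMSO and 100% = no-cell wells with DMSO; some compounds called inactive have numbers as strong as hits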
MOR-DOR ag = agonists of human mu-delta opioid receptor heterodimerization; P35372+P41143; cells, OPRM1-OPRD1 heterodimerization, luminescence; activation, % at 9.3 µM; actives 0.3% (n = 340,000); AID 504326; in the data active = activation above about 18%;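 note: 0% = vehicle-treated cells and 100% = reference agonist; values of inactives mirror those of a sister screen read the other way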
HTR5A ag = counter-screen for OPRM1-OPRD1 agonists: human HTR5A agonism; actives 0.61% (n = 340,000); HTR5A agonist assay, luminescence, cell-based; AID 504692; P47898; activation, % at 9.3 µM; in the data active = activation mostly above about 9.5%, no sharp cut-off; inactive = mostly below about 7.6%;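 note: 0% = cells with vehicle only and 100% = reference agonist; strong numbers were not always called active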
PKA-R1A act = PKA-R1A complex activation; AID 504707; activation, % at 11.4 µM; P00514+P68181; PKA-R1A dissociation, Cy5-IP20 fluorescence polarization; scaled: DMSO 0%, 113 µM cGMP 100%; actives 0.083% (n = 340,000);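 active = percent activation above the mean of all tested compounds plus 3 SD, cut at about 19% in these data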;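 note: higher means more PKAc released from R1A so a rise in polarization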
PfHsp90 set2 = reduces growth (ATP signal) of yeast expressing P. falciparum Hsp90 | S. cerevisiae expressing PfHsp90, BacTiter-Glo ATP, 48 h; yeast lacking PDR1 and PDR3 efflux regulators | inhibition, % at 9.4 µM | actives 0.32% (n = 310,000) | AID 504621;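 active = every replicate shows inhibition above about 80%, whatever the replicate mean, limit read from the data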;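 note: 0% = DMSO neutral controls and 100% = 20 µM radicicol positive controls; yeast relying on Plasmodium falciparum Hsp90 in place of its own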
* marks the source's active call; other numbers are inactive results; . = no result given.

Start of the listing, in advance (2 entries):
SMILES	Ecoli viability	Pemphigus Ab inh	AddAB inh	Mot1-301 SUMO	phage Ecoli inh	MOR-DOR inv ag	HTR5A inv ag	MOR-DOR ag	HTR5A ag	PKA-R1A act	PfHsp90 set2
O=C(CN1C(=O)NC(c2ccccc2)(c2ccccc2)C1=O)NC1CCCC1	1.1	107	-4.6	-2	0.3	15	9	-3.9	-4	-8	3
CSCCC(NC(N)=O)C(=O)Nc1ccc(F)c(Cl)c1 (centres undefined)	0.1	95	-0.8	-16	2.6	17	1	-3.2	0	0	-21

All compounds of this part (from the top)
SMILES	Ecoli viability	Pemphigus Ab inh	AddAB inh	Mot1-301 SUMO	phage Ecoli inh	MOR-DOR inv ag	HTR5A inv ag	MOR-DOR ag	HTR5A ag	PKA-R1A act	PfHsp90 set2
O=C(CN1C(=O)NC(c2ccccc2)(c2ccccc2)C1=O)NC1CCCC1	1.1	107	-4.6	-2	0.3	15	9	-3.9	-4	-8	3
CSCCC(NC(N)=O)C(=O)Nc1ccc(F)c(Cl)c1 (centres undefined)	0.1	95	-0.8	-16	2.6	17	1	-3.2	0	0	-21
Cc1cc(C)c(OCCOCCN2CCCC2)c(C)c1	2.3	109	6.0	-2	-0.3	14	-11	-2.6	0	-3	-11
Cc1ccccc1NS(=O)(=O)c1ccc(Cl)cc1	0.1	100	-0.9	17	4.0	-21	-3	3.9	1	3	2
COc1ccc(-c2oc(NC(=O)CSc3nncn3C)c(C#N)c2-c2ccc(OC)cc2)cc1	-1.6	102	0.2	172	2.5	16	-6	-2.9	-1	-1	0
Cc1ccc(C(=O)NNC(=O)COc2ccc(Cl)cc2C)o1	-0.7	.	1.9	12	1.4	6	12	-1.5	-5	4	36
CC(C)(CNC(=O)CNC(=O)C1CCCCC1)N1CCOCC1	2.1	99	1.2	6	-0.1	13	5	-3.0	-2	4	-12
O=C(Nc1nnc(-c2cccc(F)c2)s1)Nc1ccccc1F	-1.4	96	1.8	4	4.7	-2	-4	0.2	-2	-6	-33
NNc1ccc(Cl)nn1	0.3	98	0.7	4	2.8	0	-34	0.0	-2	-8	13
NC(=S)NC(c1ccccc1)c1ccncc1 (centres undefined)	-3.4	.	4.0	-9	2.8	10	-7	-1.9	3	-12	-6
CN(C)S(=O)(=O)c1ccc(C(=O)Nc2cccnc2)cc1	0.2	109	1.2	0	1.5	16	1	-3.7	-1	-7	4
Cc1nnc(SCc2cccc(Oc3ccccc3)c2)n1N	-1.8	100	-0.9	23	3.9	2	3	-0.3	-3	-2	-24
Cc1ccc(S(=O)(=O)CCC(=O)Nc2nnc(-c3ccco3)o2)cc1	2.1	105	2.7	210	4.2	11	2	-2.0	-1	-5	.
CCOC(=O)Cc1c(C)nc2cc(-c3ccc(C(C)(C)C)cc3)[nH]n2c1=O	0.6	101	-1.4	-5	0.6	-12	17	2.3	-5	2	-11
Brc1ccc(OCCOCCN2CCOCC2)cc1	0.2	99	1.7	-10	1.4	-4	2	0.6	-1	-14	1
N/C(=N\O)c1ccc(Oc2ccccc2Cl)c([N+](=O)[O-])c1	1.4	112	3.6	6	3.9	17	-11	-3.3	1	-1	2
COCCN(CCOC)C(=O)C1CCCN(S(=O)(=O)c2ccc(NC(=O)OC)cc2)C1 (centres undefined)	0.3	99	3.5	-4	1.2	7	17	-1.3	2	-4	6
Nn1c(Cc2cccc3ccccc23)nnc1SCC(=O)NC1CCS(=O)(=O)C1 (centres undefined)	0.9	99	1.3	5	4.6	7	-2	-1.2	3	-2	.
CCCOc1ccc(C(=O)CCC(=O)Nc2ccc(N3CCN(C)CC3)cc2)cc1	-4.5	.	-1.3	1	0.8	0	-14	-0.1	6	-6	-1
C/C(=N\NC(=O)c1c(Br)c(C)nn1C)c1ccc(NC(=O)c2ccoc2C)cc1	1.3	89	2.7	36	0.9	7	3	-1.3	-1	0	39
CC(C)CN(C(=O)CCC(=O)OC(C)C(=O)Nc1cccc(C#N)c1)c1c(N)n(CC(C)C)c(=O)[nH]c1=O (centres undefined)	-0.1	96	1.0	130	2.1	1	9	-0.1	2	0	-18
CCOC(=O)N1CCC(NC(=O)C2CCCCN2S(=O)(=O)c2ccc(F)cc2)CC1 (centres undefined)	-2.2	102	-0.2	6	2.2	0	14	0.0	-5	3	-4
Cc1cc(C)cc(C(=O)Oc2cc(C)[nH]c(=O)c2[N+](=O)[O-])c1	2.8	131	3.0	366*	2.9	13	2	-2.6	-1	2	10
Cc1cc2cc(CN(Cc3ccc4c(c3)OCO4)C(=O)c3ccco3)c(=O)[nH]c2cc1C	-1.0	101	0.0	1	.	9	-25	-1.6	9	-2	3
CCN(CC)CCC(c1cc(OC)c(OC)c(OC)c1)c1c(OC)cc(OC)c2c(-c3ccccc3)cc(=O)oc12 (centres undefined)	-0.9	106	3.7	401	0.8	1	-8	-0.2	3	3	-14
COc1ccc(NC(=O)Nc2ccc(C(=O)N3CCOCC3)cc2)cc1OC	-0.4	115	2.8	-4	-0.8	-7	23	2.0	0	4	23
COc1cccc(NC(=O)c2sc3nc4n(c(=O)c3c2C)CCC4)c1	-0.7	111	5.1	8	-0.8	10	-8	-2.1	-5	-14	30
CS(=O)(=O)N(CC(=O)N1CCCCC1)Cc1ccccc1	3.8	100	3.0	0	1.3	11	26	-2.2	2	4	-10
COc1nc(-c2ccccc2Cl)ccc1C#N	3.4	94	0.1	-8	0.2	-8	6	1.4	-2	5	6
CCOC(=O)COc1nc(C)c(Br)c(OC)n1	-1.1	79	4.2	2	-1.1	7	-2	-1.2	-1	-1	-8
O=C(O)Cc1ccc(NC(=S)Nc2cccc(Cl)c2Cl)cc1	0.5	105	6.5	-12	0.2	-6	-6	1.1	0	-14	-18
Cc1c(NC(=O)/C=C/C(=O)O)cccc1[N+](=O)[O-]	-0.3	103	1.6	-14	3.2	5	-23	-0.9	1	-9	0
Cc1ccc(S(=O)(=O)CCSc2n[nH]c(=O)n2-c2ccccc2)cc1	0.7	110	5.4	1	-0.5	.	.	.	.	.	.
COc1cc(OC)c(C(=O)Nc2cc(S(=O)(=O)N3CCOCC3)ccc2N2CCN(C)CC2)cc1OC	.	106	.	.	3.9	4	-12	-1.1	6	-2	.
COC(=O)COc1cccc2c(=O)n(CC(=O)N3CCCCC3)ccc12	-1.4	92	-0.2	66	1.8	20	-45	-3.8	-5	-8	-9
COc1ccc(S(=O)(=O)Nc2ccc3c(c2)C(=O)N([C@@H](C)CO)C[C@H](C)[C@H](CN(C)S(=O)(=O)c2ccc(F)cc2)O3)cc1	-3.4	105	2.4	-3	2.3	12	-11	-2.6	3	6	0
COc1cc2c(cc1OC)-c1nnnn1C(C)(C)C2	3.6	100	2.7	-12	0.6	10	-7	-1.9	2	-10	13
COc1ccc(/C=N/NC(=O)c2ccoc2C)cc1CN1CCN(c2ccc(F)cc2)CC1	-0.9	108	0.8	72	2.5	3	-9	-0.6	3	-10	-10
CCOc1cc2[nH]c(=S)n(Cc3ccc(C(=O)N4CCN(C)CC4)cc3)c(=O)c2cc1OCC	-0.8	85	1.3	-2	0.1	13	-9	-2.5	3	-9	-31
CCCNc1nc(C)cc(-c2cc(-c3ccc(Cl)cc3)on2)n1	-0.2	102	3.5	33	4.3	5	-8	-1.0	3	-3	-10
CN(N)c1ccc2c(C(F)(F)F)cc(C(F)(F)F)nc2n1	-0.7	101	0.8	-1	4.8	-2	9	0.4	-3	-7	-4
N#CC1=C(N)NC(SCC(=O)c2ccc(Cl)cc2)=C(C#N)C12CCCC2	-0.9	108	3.0	-19	1.3	7	3	-1.2	4	-13	-2
C=C1CCN([C@@H](Cc2ccccc2)C(=O)NCc2ccc(Cl)c(Cl)c2)S(=O)(=O)c2ccccc21	-1.5	110	0.0	-9	3.9	7	-21	-1.2	0	2	.
CC1(C)Cc2cccc(OCC(=O)N3CCN(S(=O)(=O)c4ccccc4)CC3)c2O1	1.4	113	1.9	12	0.9	3	5	-0.6	2	-3	.
CSc1nc2n(n1)C(c1cccc(F)c1)C(C(=O)Nc1ccc(C)cc1C)=C(C)N2 (centres undefined)	0.9	.	5.3	-9	0.1	11	-12	-1.8	1	6	.
COC(=O)c1sccc1N/N=C/c1cccc(Oc2ccccc2)c1	-0.8	101	5.9	-7	2.1	6	-3	-1.2	1	0	-14
COc1ccc(Cl)cc1S(=O)(=O)N1CCN=C1c1ccccc1	1.0	103	2.0	1	2.6	10	-20	-2.0	-1	-14	4
CCCN(CCC)c1nc(N)c(C#N)c(CC#N)c1C#N	-0.6	82	0.8	.	.	4	18	-0.8	-7	-6	8
CC1(c2ccc3ccccc3c2)CCC(=O)O1 (centres undefined)	.	106	.	.	2.5	9	7	-2.1	-2	8	-17
CN(C)CCNc1nc2sc3c(c2c(=O)n1Cc1ccccc1)CCCCC3	.	102	.	.	2.3	-5	-18	1.0	5	4	-5

New compounds follow
SMILES	Ecoli viability	Pemphigus Ab inh	AddAB inh	Mot1-301 SUMO	phage Ecoli inh	MOR-DOR inv ag	HTR5A inv ag	MOR-DOR ag	HTR5A ag	PKA-R1A act	PfHsp90 set2
COCCN1C(=O)C(=O)/C(=C(/O)c2ccc(OC(C)C)cc2)C1c1cccnc1 (centres undefined)	-1.6	108	0.9	-10	2.5	14	21	-2.3	-3	5	15
Cc1ccc(S(=O)(=O)Cc2ccc(C(=O)N3CCN(c4cccc(C)c4C)CC3)o2)cc1	-0.5	103	0.5	292	1.9	6	-19	-1.0	-2	-6	-35
CCOc1ccc(/C(C)=N/NC(=O)c2nnn(-c3nonc3N)c2-c2cccs2)cc1	3.7	88	2.7	-4	1.5	1	2	-0.2	-4	-4	9
CCN(C[C@H]1N[C@@](Cc2ccccc2)(C(=O)OC)[C@H]2C(=O)N(Cc3ccccc3)C(=O)[C@@H]12)S(=O)(=O)c1ccccc1	4.1	102	3.5	16	2.0	13	6	-2.8	-1	-1	-48
CCOc1ccc(C2c3c(oc4ccccc4c3=O)C(=O)N2CCCN2CCOCC2)cc1 (centres undefined)	-1.1	95	-1.8	1	0.5	7	-11	-1.2	3	3	0

Already shown: four of the compounds above.
SMILES	Ecoli viability	Pemphigus Ab inh	AddAB inh	Mot1-301 SUMO	phage Ecoli inh	MOR-DOR inv ag	HTR5A inv ag	MOR-DOR ag	HTR5A ag	PKA-R1A act	PfHsp90 set2
CC1(c2ccc3ccccc3c2)CCC(=O)O1 (centres undefined)	.	106	.	.	2.5	9	7	-2.1	-2	8	-17
CN(C)CCNc1nc2sc3c(c2c(=O)n1Cc1ccccc1)CCCCC3	.	102	.	.	2.3	-5	-18	1.0	5	4	-5
COCCN1C(=O)C(=O)/C(=C(/O)c2ccc(OC(C)C)cc2)C1c1cccnc1 (centres undefined)	-1.6	108	0.9	-10	2.5	14	21	-2.3	-3	5	15
Cc1ccc(S(=O)(=O)Cc2ccc(C(=O)N3CCN(c4cccc(C)c4C)CC3)o2)cc1	-0.5	103	0.5	292	1.9	6	-19	-1.0	-2	-6	-35

Just HTR5A inv ag, for two of the compounds above:
structure	HTR5A inv ag
CC1(c2ccc3ccccc3c2)CCC(=O)O1 (centres undefined)	7
CN(C)CCNc1nc2sc3c(c2c(=O)n1Cc1ccccc1)CCCCC3	-18
